Screens as filed in PubChem.
bCat nuc transl – beta-catenin nuclear translocation modulation | nuclear translocation activity, % at 5 µM | HeLa beta-catenin nuclear translocation, immunofluorescence imaging | hit rate 0.3% among 190,000;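 active means nuclear translocation activity above 50% at 5 µM, with a well cell count of 50 or more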;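 further: per-cell ratio of nuclear to cytoplasmic median beta-catenin stain intensity; plate controls were DMSO negative control for no effect and GSK-3 inhibitor IX positive control for full effect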
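assay system = human HeLa cells, endogenous beta-catenin | times = compound treatment 24 h, 37°C, 5% CO2 | detection = Anti-beta-catenin immunofluorescence on PFA-fixed, Triton-permeabilized cells, DAPI nuclei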
Myeloid diff MLP – promotes myeloid progenitor differentiation; ER-HoxA9 myeloid progenitors, lysozyme-GFP differentiation, flow cytometry; calls only at 10 µM; hit rate 1% among 360,000;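 active means normalized GFP-positive differentiation at or above the plate's own cutoff, the solvent-only control mean plus 3 SD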;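 further: cells exposed to compound for four days before flow analysis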
Dynein transport – blocks dynein driven cargo transport along microtubules | 3617.4 mouse cells, GR-EGFP nuclear translocation imaging; test concentration mostly 20 µM; stimulated with dexamethasone, 1 µM; stronger effect = lower value | z-score, hits read low | hit rate 0.47% among 220,000 | AID 1381;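 active means plate z-score of nuclear minus cytoplasmic receptor signal below a set negative limit, without overly bright fluorescence or cell loss, cut at about -3.5 in these data, passing the limit was not always enough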;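 further: z-score of nuclear minus cytoplasmic ring GR-EGFP intensity difference per well; some compounds called inactive have numbers as strong as hits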
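medium = tetracycline-free induction medium containing charcoal-stripped FBS | also added = 1.0 µM final dexamethasone stimulus | schedule = 48 h induction, 1 h compound, 30 min dex at 37 °C | technique = fixed, Hoechst-stained cells imaged at 10x for EGFP | measure = GR-EGFP nuclear translocation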
Hep lipid drop – modulators of hepatic lipid droplet formation; AML12 mouse hepatocytes, oleate lipid droplets, BODIPY imaging; inhibition, % at 6.5 µM; hit rate 0.4% among 240,000;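 active means lipid droplet intensity inhibited by at least 50%, with more than 500 cells counted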
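Assay system: AML12 hepatocytes (mouse); Probe or stimulus: oleic acid at 100 µM to induce lipid droplet formation; Dosing: compound at 6.5 µM only; Schedule: compound with oleate, overnight; Detection: fluorescence imaging, 20x objective, two fields per well; Measure: % inhibition of lipid droplet signal.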
PMI inhibitors – inhibitors of human PMI, primary screen, biochemical, fluorescence intensity, coupled assay (AID 1209) | hit rate 0.42% among 190,000 | one-dose inhibition, % at 20 µM; IC50 in µM for titrated hits | purified PMI enzyme, coupled fluorescence intensity; higher % means a stronger effect; in the data active means inhibition above about 50%;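 further: plate controls were DMSO vehicle for no effect and wells lacking substrate for full effect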
Insulin prom up – MIN6 insulin promoter up-regulation | MIN6 insulin promoter-GFP reporter, high-content imaging; stronger effect = higher value | hit rate 0.3% among 190,000 | z-score at 5 µM;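 active means z-score above 3 at 5 µM with at least 500 cells counted in the well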
MT stabilize HCS – microtubule stabilization, imaging screen | HeLa tubulin immunostaining HCS, 24 h; share of cells brighter than vehicle mean+2SD | % tubulin-high responders, % at 10 µM | hit rate 0.83% among 200,000;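 active means plate Z-score above 3 for both tubulin-high and condensed-nucleus cell shares, with cell loss under 80%, at 10 µM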;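 further: anti alpha tubulin signal scored within the nucleus-defined area of each cell; some results filed as inactive read as strong as hits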
T cell modulator – T cell immune modulation candidate; 2C CD8+ T cell-vesicle binding, flow cytometry; stronger effect = lower value; calls only at 7 µM; hit rate 0.068% among 330,000; AID 2052;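 active means response, share of CD8 T cells binding vesicles, and their 90th percentile fluorescence all below set limits, cut at about 80% in these data, passing the limit was not always enough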
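Assay system: 2C TCR transgenic mouse naive CD8+ T cells, MACS-purified | Read-out: CD8+ gate FL2 mean fluorescence as % of same-row positive control | Signal: High-throughput flow cytometry with anti-B7-1 and anti-CD8 staining | Timing: Binding step 1.5 h, 37 °C, antibody labelling 20 min, ice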
TNAP activators – human TNAP enzyme activators, primary screen, biochemical, luminescent, no phosphate acceptor, uHTS (AID 1001) | activation fold at 20 µM; hits with a dose series show EC50 in µM | hit rate 0.03% among 200,000 | purified TNAP, luminescent activation assay, no phosphate acceptor; higher activation fold means a stronger effect; in the data active means activation fold from about 3, or a potency from the dose series; inactive means the rest, 99 in 100 with activation fold below about 1.6; further: many of its hits are not listed in these tables
Dynein transport cytoplasmic EGFP – further read-out of Dynein transport, marked with its call; z-score; measured here: cytoplasmic GR-EGFP intensity; stronger effect = higher value
Dynein transport nuclear GR-EGFP – second read-out of Dynein transport, no call of its own (marks repeat the call); z-score; measured here: nuclear GR-EGFP intensity;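 lower value marks the stronger effect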
Dynein transport cell count – recorded beside Dynein transport, whose call it bears; z-score; measured here: cell count per field
Insulin prom up cell count – also measured in Insulin prom up; calls as there; cell count; measured here: cytotoxicity, nuclei count;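 total cells summed across four imaged fields per well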
Hep lipid drop cells 6.5 µM – further read-out of Hep lipid drop, marked with its call; cell count; measured here: cell count, cytotoxicity flag;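 cells counted across two imaged fields per well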
bCat nuc transl cell count 5 µM – recorded beside bCat nuc transl, whose call it bears; cell count; measured here: cell count, cytotoxicity flag
T cell modulator vesicle-bound % – also measured in T cell modulator; calls as there; double positive events, %; measured here: CD8+ vesicle-bound cell fraction;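 binding gate set so that unloaded-vesicle control wells show 10% double positive cells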
MT stabilize HCS Hoechst-high % – recorded beside MT stabilize HCS, whose call it bears; % Hoechst-high responders; measured here: nuclear condensation Hoechst responders;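 share of cells brighter than vehicle mean plus two SD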
MT stabilize HCS cytotoxicity % – also measured in MT stabilize HCS; calls as there; toxicity, %; measured here: cytotoxicity by cell density;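 0% = mean cell density of plate MIN control wells and 100% = no cells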
Myeloid diff MLP GFP+ MAC1+ % – recorded beside Myeloid diff MLP, whose call it bears; GFP+ MAC1+ double positive, %; measured here: differentiation confirmed by MAC1 staining
Starred values were filed as active, the others as inactive.

For CCN1CCCc2cc(CN(CCN3CCOCC3)C(=S)Nc3ccccc3OC)ccc21 the results were bCat nuc transl -4.1, Myeloid diff MLP inactive, Dynein transport 3.7, Hep lipid drop -10, PMI inhibitors 11%, Insulin prom up -0.85, MT stabilize HCS 3.7, T cell modulator inactive, TNAP activators 1.1, Dynein transport cytoplasmic EGFP 0.045, Dynein transport nuclear GR-EGFP 1.9, Dynein transport cell count -2.2, Insulin prom up cell count 1570, Hep lipid drop cells 6.5 µM 625, bCat nuc transl cell count 5 µM 1044, T cell modulator vesicle-bound % 44, MT stabilize HCS Hoechst-high % 1.5, MT stabilize HCS cytotoxicity % 7.2 and Myeloid diff MLP GFP+ MAC1+ % 0.5.
For Cc1cc(C)nc(SCc2nnc(SCC(=O)Nc3c(C)cccc3C)o2)n1 the results were bCat nuc transl 0.8, Myeloid diff MLP inactive, Dynein transport 0.098, Hep lipid drop -28, PMI inhibitors 0%, MT stabilize HCS 3.4, T cell modulator inactive, TNAP activators 1, Dynein transport cytoplasmic EGFP 0.16, Dynein transport nuclear GR-EGFP -0.024, Dynein transport cell count 0.84, Hep lipid drop cells 6.5 µM 732, bCat nuc transl cell count 5 µM 1151, T cell modulator vesicle-bound % 26, MT stabilize HCS Hoechst-high % 1.7, MT stabilize HCS cytotoxicity % 4.0 and Myeloid diff MLP GFP+ MAC1+ % 0.9.
For COC(=O)c1c(N)sc(C(=O)N2CCOCC2)c1C the results were bCat nuc transl 0.7, Myeloid diff MLP inactive, Dynein transport 0.33, Hep lipid drop -1, PMI inhibitors 10%, Insulin prom up -0.35, MT stabilize HCS 2.1, T cell modulator inactive, TNAP activators 1.2, Dynein transport cytoplasmic EGFP -0.11, Dynein transport nuclear GR-EGFP 0.059, Dynein transport cell count 1.3, Insulin prom up cell count 1189, Hep lipid drop cells 6.5 µM 711, bCat nuc transl cell count 5 µM 1028, T cell modulator vesicle-bound % 10, MT stabilize HCS Hoechst-high % 2.0, MT stabilize HCS cytotoxicity % 11 and Myeloid diff MLP GFP+ MAC1+ % 1.1.
`Cc1ccc(-c2nc(C)sc2CC(=O)NCc2ccco2)cc1` gave bCat nuc transl -7.0, Dynein transport 0.75, PMI inhibitors -1%, Insulin prom up 0.04, MT stabilize HCS 1.3, TNAP activators 1.1, Dynein transport cytoplasmic EGFP -0.18, Dynein transport nuclear GR-EGFP 0.025, Dynein transport cell count 0.12, Insulin prom up cell count 1221, bCat nuc transl cell count 5 µM 1035, MT stabilize HCS Hoechst-high % 1.7 and MT stabilize HCS cytotoxicity % 5.6.
CCn1c(=O)c(=O)[nH]c2cc(C(=O)NCC3CCCCC3)ccc21 was read as Myeloid diff MLP inactive, Dynein transport 0.55, Hep lipid drop 4, PMI inhibitors 6%, Insulin prom up 0.16, MT stabilize HCS 3.7, T cell modulator inactive, TNAP activators 1.1, Dynein transport cytoplasmic EGFP -0.27, Dynein transport nuclear GR-EGFP -0.061, Dynein transport cell count -0.39, Insulin prom up cell count 1255, Hep lipid drop cells 6.5 µM 670, T cell modulator vesicle-bound % 46, MT stabilize HCS Hoechst-high % 2.8, MT stabilize HCS cytotoxicity % 2.0 and Myeloid diff MLP GFP+ MAC1+ % 1.0.
Screening CCC(C)N(C(=O)C(F)(F)F)C(C(=O)NC1CCCCC1)c1ccncc1 (stereo not drawn) returned bCat nuc transl 1.2, Myeloid diff MLP inactive, Dynein transport -0.084, Hep lipid drop 6, PMI inhibitors -6%, MT stabilize HCS 3.9, T cell modulator inactive, TNAP activators 1.1, Dynein transport cytoplasmic EGFP -0.24, Dynein transport nuclear GR-EGFP 0.34, Dynein transport cell count -0.87, Hep lipid drop cells 6.5 µM 783, bCat nuc transl cell count 5 µM 522, T cell modulator vesicle-bound % 5, MT stabilize HCS Hoechst-high % 2.4, MT stabilize HCS cytotoxicity % 3.3 and Myeloid diff MLP GFP+ MAC1+ % 1.1.
For CCSc1nc2c(sc3nc(C)cc(C)c32)c(=O)[nH]1 the results were bCat nuc transl 1.7, Dynein transport -0.24, Hep lipid drop -10, PMI inhibitors 3%, Insulin prom up 0.05, MT stabilize HCS 0.4, TNAP activators 1, Dynein transport cytoplasmic EGFP -0.22, Dynein transport nuclear GR-EGFP -0.41, Dynein transport cell count 0.22, Insulin prom up cell count 1578, Hep lipid drop cells 6.5 µM 591, bCat nuc transl cell count 5 µM 1037, MT stabilize HCS Hoechst-high % 1.8 and MT stabilize HCS cytotoxicity % 6.0.
CC(C)(C)OC(=O)NCC(=O)NCC(=O)OCc1ccccc1 was read as bCat nuc transl -0.6, Myeloid diff MLP inactive, Dynein transport -0.38, Hep lipid drop 23, PMI inhibitors 7%, Insulin prom up 0.64, MT stabilize HCS 5.3, T cell modulator inactive, TNAP activators 1.1, Dynein transport cytoplasmic EGFP -0.37, Dynein transport nuclear GR-EGFP 0.12, Dynein transport cell count 0.48, Insulin prom up cell count 1852, Hep lipid drop cells 6.5 µM 659, bCat nuc transl cell count 5 µM 1256, T cell modulator vesicle-bound % 50, MT stabilize HCS Hoechst-high % 3.8, MT stabilize HCS cytotoxicity % 6.6 and Myeloid diff MLP GFP+ MAC1+ % 0.5.
CCN(CC)CCNC(=O)C12CC3CC(C)(CC(C)(C3)C1)C2 was read as Myeloid diff MLP inactive, Dynein transport -0.064, Hep lipid drop 22, PMI inhibitors 6%, MT stabilize HCS 2.1, T cell modulator inactive, TNAP activators 1.2, Dynein transport cytoplasmic EGFP -0.19, Dynein transport nuclear GR-EGFP 0.17, Dynein transport cell count -0.082, Hep lipid drop cells 6.5 µM 822, T cell modulator vesicle-bound % 53, MT stabilize HCS Hoechst-high % 2.2, MT stabilize HCS cytotoxicity % 8.7 and Myeloid diff MLP GFP+ MAC1+ % 1.7.
For Cc1ccc(-c2nc(N)n(C(=O)Cc3ccccc3)n2)cc1 the results were bCat nuc transl -0.3, Myeloid diff MLP inactive, Dynein transport -1.1, Hep lipid drop -2, PMI inhibitors 9%, Insulin prom up 0.23, MT stabilize HCS 1.5, T cell modulator inactive, TNAP activators 0.6, Dynein transport cytoplasmic EGFP -0.28, Dynein transport nuclear GR-EGFP -0.33, Dynein transport cell count 0.6, Insulin prom up cell count 1247, Hep lipid drop cells 6.5 µM 747, bCat nuc transl cell count 5 µM 1002, T cell modulator vesicle-bound % 32, MT stabilize HCS Hoechst-high % 1.3, MT stabilize HCS cytotoxicity % 23 and Myeloid diff MLP GFP+ MAC1+ % 2.5.
`O=c1[nH]nc(CNc2ccc(C(F)(F)F)cc2)c2ccccc12` gave bCat nuc transl -1.8, Myeloid diff MLP inactive, Dynein transport -0.16, Hep lipid drop 14, PMI inhibitors 0%, Insulin prom up -0.9, MT stabilize HCS 7.9, T cell modulator inactive, TNAP activators 1.1, Dynein transport cytoplasmic EGFP -0.37, Dynein transport nuclear GR-EGFP -0.058, Dynein transport cell count 0.52, Insulin prom up cell count 1320, Hep lipid drop cells 6.5 µM 702, bCat nuc transl cell count 5 µM 1156, T cell modulator vesicle-bound % 57, MT stabilize HCS Hoechst-high % 1.9, MT stabilize HCS cytotoxicity % 9.1 and Myeloid diff MLP GFP+ MAC1+ % 0.2.
Screening CC(=O)NN1C(=O)/C(=C/c2ccc(Br)o2)SC1=S returned Myeloid diff MLP inactive, Dynein transport -1.8, Hep lipid drop 10, PMI inhibitors 10%, MT stabilize HCS 4.5, T cell modulator inactive, TNAP activators 1, Dynein transport cytoplasmic EGFP -0.01, Dynein transport nuclear GR-EGFP -1, Dynein transport cell count 1.7, Hep lipid drop cells 6.5 µM 850, T cell modulator vesicle-bound % 51, MT stabilize HCS Hoechst-high % 1.6, MT stabilize HCS cytotoxicity % 4.5 and Myeloid diff MLP GFP+ MAC1+ % 0.9.
Screening Cc1oc2nc(SCC(=O)NC3CCCCC3)nc(N)c2c1C returned Myeloid diff MLP inactive, Dynein transport 0.18, MT stabilize HCS 3.9, T cell modulator inactive, Dynein transport cytoplasmic EGFP -0.27, Dynein transport nuclear GR-EGFP 0.055, Dynein transport cell count 1, T cell modulator vesicle-bound % 42, MT stabilize HCS Hoechst-high % 4.2, MT stabilize HCS cytotoxicity % 0.4 and Myeloid diff MLP GFP+ MAC1+ % 0.0.
For N#C/C(=C\c1c(N2CCCCC2)nc2ccccn2c1=O)C(=O)NCc1ccco1 the results were bCat nuc transl -1.6, Myeloid diff MLP inactive, Dynein transport 3.6, Hep lipid drop -1, PMI inhibitors 6%, Insulin prom up -0.16, MT stabilize HCS 4.4, T cell modulator inactive, TNAP activators 1, Dynein transport cytoplasmic EGFP -0.22, Dynein transport nuclear GR-EGFP 1.4, Dynein transport cell count -1.5, Insulin prom up cell count 1275, Hep lipid drop cells 6.5 µM 668, bCat nuc transl cell count 5 µM 935, T cell modulator vesicle-bound % 8, MT stabilize HCS Hoechst-high % 3.6, MT stabilize HCS cytotoxicity % 8.7 and Myeloid diff MLP GFP+ MAC1+ % 1.5.
